tim10-1 inh = inhibits growth of tim10-1 mutant yeast | S. cerevisiae tim10-1 ts strain growth, BacTiter-Glo, 24 h | inhibition, % at 20 µM | 330,000 tested, 2.2% active;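 active = inhibition of at least 40%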;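 also: mutant grown at 25 °C; 0% = DMSO wells with yeast and 100% = wells holding no yeast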
TIM10 inh = inhibits growth of TIM10 yeast strain; AID 463195; S. cerevisiae TIM10 strain growth, BacTiter-Glo luminescence, 24 h; inhibition, % at 10 µM; 330,000 tested, 1.4% active;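 active = inhibition of 40% or more at the single tested concentration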;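 also: wild-type TIM10 isogenic control strain grown at permissive 25 °C; 0% = DMSO yeast wells and 100% = minimal medium wells without yeast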
A3G deaminase = blocks human APOBEC3G single-stranded DNA deamination; AID 493012; inhibition, % at 20 µM; 330,000 tested, 0.28% active; recombinant A3G, ssDNA deamination FAM/TAMRA fluorescence; Q9HC16;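 active = inhibition of at least 40% at 20 µM, with no more than 30% in the related APOBEC3A deaminase screen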;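 also: plate controls were DMSO wells with A3G for no effect and wells lacking A3G enzyme for full effect; some compounds called inactive have numbers as strong as hits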
Target sequence (Q9HC16 whole entry, looked up): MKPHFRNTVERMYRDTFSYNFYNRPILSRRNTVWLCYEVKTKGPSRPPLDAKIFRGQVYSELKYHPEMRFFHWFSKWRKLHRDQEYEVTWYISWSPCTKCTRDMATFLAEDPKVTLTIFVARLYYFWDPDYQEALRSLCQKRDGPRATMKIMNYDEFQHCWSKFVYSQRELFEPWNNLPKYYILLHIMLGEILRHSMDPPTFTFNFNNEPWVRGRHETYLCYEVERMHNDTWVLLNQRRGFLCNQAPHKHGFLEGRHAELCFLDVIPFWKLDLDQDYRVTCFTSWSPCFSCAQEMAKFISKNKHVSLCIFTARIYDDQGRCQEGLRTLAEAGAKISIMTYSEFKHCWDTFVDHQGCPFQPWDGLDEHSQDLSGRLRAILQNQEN
hIAP block = human IAP inhibition | P09923 | purified IAP, CDP-Star luminescence, 30 min | inhibition, % at 10 µM | 330,000 tested, 0.12% active | AID 2544;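 active = inhibition reaching a set limit with compound at 10 µM in the primary screen, cut at about 35% in these data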;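 also: plate controls were DMSO wells with enzyme for no effect and no-enzyme buffer wells for full effect; values of inactives mirror those of a sister screen read the other way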
Target sequence (P09923 whole entry, looked up): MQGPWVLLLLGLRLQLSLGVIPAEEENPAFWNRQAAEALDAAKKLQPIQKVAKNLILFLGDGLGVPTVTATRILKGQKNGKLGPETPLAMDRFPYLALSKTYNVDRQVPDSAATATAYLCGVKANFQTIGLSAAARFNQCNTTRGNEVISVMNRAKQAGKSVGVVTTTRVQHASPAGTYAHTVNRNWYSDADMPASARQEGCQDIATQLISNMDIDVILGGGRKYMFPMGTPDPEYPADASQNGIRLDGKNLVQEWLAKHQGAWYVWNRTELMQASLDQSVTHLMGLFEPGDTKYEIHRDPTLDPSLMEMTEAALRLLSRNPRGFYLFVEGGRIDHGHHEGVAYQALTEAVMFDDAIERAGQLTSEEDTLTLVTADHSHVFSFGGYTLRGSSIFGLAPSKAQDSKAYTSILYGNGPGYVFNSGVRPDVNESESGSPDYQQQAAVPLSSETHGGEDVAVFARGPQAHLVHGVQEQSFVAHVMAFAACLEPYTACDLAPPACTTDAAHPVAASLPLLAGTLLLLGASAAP
mIAP inh = blocks mouse intestinal alkaline phosphatase. purified mouse IAP, CDP-Star luminescence, 30 min. inhibition, % at 10 µM. 330,000 tested, 0.2% active;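 active = inhibition of at least 40% at 10 µM in the primary screen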;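 also: plate controls were DMSO with enzyme for no effect and no enzyme wells for full effect; values of inactives mirror those of a sister screen read the other way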
mIAP act = mouse IAP activation; muIAP, CDP-Star luminescence, 30 min; hits give high values; 1 = vehicle-only enzyme signal, 0 = enzyme-free wells; 330,000 tested, 0.24% active; activation factor at 10 µM;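 active = activation factor of at least 2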; also: the source names both 10 and 20 µM as test concentration; values of inactives mirror those of a sister screen read the other way
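System: mouse IAP enzyme. Reagent: CDP-Star chemiluminescent phosphatase substrate. Benchmarks: DMSO wells, no-enzyme wells. Times: 30 min enzyme-substrate-compound incubation at room temperature. Detection: luminescence from enzymatic CDP-Star hydrolysis. Doses: test compounds delivered from DMSO solution.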
MIN6 prolif = induces beta-cell replication in MIN6 cells; MIN6 cells proliferation, ATPlite luminescence, 48 h; cells starved in 0.2% serum; 100% = growth in 10% serum; 330,000 tested, 0.29% active; proliferation, % at 10 µM;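 active = compounds whose signal lies at least 3.5 SD above the mean of all wells on their plate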;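 also: 0% = DMSO-treated cells in low-serum medium and 100% = 10% serum control; some compounds called inactive have numbers as strong as hits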
A3A deaminase = inhibitors of human APOBEC3A DNA deaminase; P31941; recombinant A3A, FAM/TAMRA ssDNA deamination fluorescence; inhibition, % at 20 µM; 330,000 tested, 0.41% active; AID 493011;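 active = at least 40% inhibition at 20 µM here, with at most 30% in a related deaminase screen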;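 also: plate controls were A3A with DMSO for no effect and wells lacking A3A enzyme for full effect; some results filed as inactive read as strong as hits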
NALP3 yeast inh = inhibitors of NALP3 inflammasome in yeast; Yeast reconstituted NLRP3/ASC/caspase-1, beta-gal luminescence, 24 h; inhibition, % at 10 µM; 330,000 tested, 0.39% active; AID 2825;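 active = inhibition of 50% or more; inactive = inhibition below 50%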;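 also: plate controls were induced DMSO wells for no effect and uninduced yeast grown without galactose for full effect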
The depositor's hits bear a star.

SMILES	tim10-1 inh	TIM10 inh	A3G deaminase	hIAP block	mIAP inh	mIAP act	MIN6 prolif	A3A deaminase	NALP3 yeast inh
CCOP(=O)(OCC)c1nc(-c2cccc3ccccc23)oc1N1CCCCC1	-8	27	-6	-24	-59	1.6	-1	-4	3
C=CCn1c(SCc2ccc(C#N)cc2)nnc1-c1cccc(OC)c1	29	-5	1	17	-2	1	1	1	16
CCCCC(NC(=O)c1ccc(Cl)cc1)C(=O)O (stereo not drawn)	12	1	-2	6	4	0.96	0	0	-7
CCCOc1ccc(CNC(=O)Cn2ncc3ccccc32)cc1	15	2	0	1	-6	1.1	-3	-1	10
O=c1cc(NCCc2ccccc2)c2ccccc2o1	15	27	-5	14	-8	1.1	-3	3	9
CCOC(=O)N1CCC(Nc2nc3ccccc3nc2NS(=O)(=O)c2ccc(Cl)cc2)CC1	7	8	-1	10	6	0.94	-4	-4	8
O=C(CN1CCCCC1)N/N=C/c1ccc(Cl)cc1	-2	-2	-1	10	-1	1	-1	-3	19
O=C(NNC(=O)c1cc2cc3ccccc3nc2s1)c1ccc(F)cc1	-4	-26	-5	-14	-2	1	-2	5	12
CCOC(=O)C1CCN(Cc2ccc(-c3ccccc3)cc2)CC1	-52	-36	-6	-1	1	0.99	-1	-6	8
CCOc1cc(C(=O)N(CC)CC(=O)Nc2ccc3c(c2)OCCO3)ccc1OC	8	5	-9	-2	2	0.98	0	-4	12
Cc1cc(C(F)(F)F)nn1CC(=O)N1CCCC1	21	8	8	-15	-12	1.1	-4	1	16
Cc1ccc(C2c3c(oc4ccccc4c3=O)C(=O)N2c2nnc(C(C)C)s2)o1 (stereo not drawn)	9	11	-4	8	14	0.86	-1	-1	3
CCCCN1CC[C@H]2C=CC[C@@H](C(=O)Nc3ccccc3)[C@H]2C1=O	12	14	0	11	5	0.95	-2	-1	13
CCC(Sc1nc(C)cc(C)n1)C(=O)Nc1ccc(S(N)(=O)=O)cc1 (stereo not drawn)	5	0	-7	3	9	0.91	-2	-1	5
C=CCNc1oc(-c2ccco2)nc1S(=O)(=O)c1ccccc1	22	8	5	-4	-16	1.2	-1	4	23
N#C/C(=C/c1cn(-c2ccccc2)nc1-c1cccc(OCc2ccccc2)c1)C(=O)NCCCn1ccnc1	33	15	-6	10	22	0.78	0	-3	14
CC(=O)C1=C(C)Nc2ncnn2C1c1ccc(C)cc1 (stereo not drawn)	22	6	2	-20	0	1	-3	-3	11
COc1ccccc1C(=O)NNc1ncc(C)s1	7	-9	-7	-53	13	0.87	2	-9	13
Clc1ccc(NC2=NCCCCC2)cc1	-13	-1	-9	6	10	0.9	1	-3	-8
COc1cccc(C(=O)NCCS(=O)(=O)NC(C)CCc2ccccc2)c1 (stereo not drawn)	7	11	-5	18	-4	1	-4	0	-2
O=C(CSc1cn(CCNC(=O)c2ccccc2)c2ccccc12)NCc1ccco1	17	-7	-5	-8	-6	1.1	2	-2	10
C=CC[C@H](CC(=O)N(CCO)Cc1ccccc1)C(=O)N[C@H](COC(=O)[C@H](CC=C)CC(=O)OC(C)(C)C)Cc1c[nH]c2ccccc12	17	6	-7	-4	-16	1.2	-5	-4	-12
NC(=O)NC(=O)C(Nc1ccc2c(c1)CCC2)c1ccccc1 (stereo not drawn)	-10	17	-9	5	-5	1.1	0	-4	13
Cc1ccnc(SCCn2c(N3CCCCC3)nc3c2c(=O)n(C)c(=O)n3C)n1	36	5	-4	-8	2	0.98	5	-1	12
CCC/C(C#Cc1cc(OC)cc(OC)c1)=C1/c2ccccc2C(=O)N1c1ccccc1	3	6	0	13	12	0.88	-6	1	2

Rewritten field by field: part of the list above
Cc1ccc(C2c3c(oc4ccccc4c3=O)C(=O)N2c2nnc(C(C)C)s2)o1 (stereo not drawn)
  tim10-1 inh: 9
  TIM10 inh: 11
  A3G deaminase: -4
  hIAP block: 8
  mIAP inh: 14
  mIAP act: 0.86
  MIN6 prolif: -1
  A3A deaminase: -1
  NALP3 yeast inh: 3

CCC/C(C#Cc1cc(OC)cc(OC)c1)=C1/c2ccccc2C(=O)N1c1ccccc1
  tim10-1 inh: 3
  TIM10 inh: 6
  A3G deaminase: 0
  hIAP block: 13
  mIAP inh: 12
  mIAP act: 0.88
  MIN6 prolif: -6
  A3A deaminase: 1
  NALP3 yeast inh: 2

(cont.)
SMILES	tim10-1 inh	TIM10 inh	A3G deaminase	hIAP block	mIAP inh	mIAP act	MIN6 prolif	A3A deaminase	NALP3 yeast inh
CCOC(=O)c1cc(C)sc1/N=C/C1=C(O)CCCC1=O	-5	-19	-3	5	6	0.94	-1	1	6
CC1CCN(C(=O)CSc2nnc(Cc3cccn3C)n2CCc2ccccc2)CC1	14	10	-10	8	7	0.93	-4	-5	8
CN(CCC#N)S(=O)(=O)c1cc2c3c(c1)CCN3C(=O)CC2	12	10	-1	13	-1	1	-5	-2	4
CCOC(=O)NC(=O)c1cn(Nc2ccccc2C(F)(F)F)c(=O)[nH]c1=O	7	14	-7	1	-3	1	-1	-4	-1
CC(=O)Oc1c(I)cc(I)cc1C(=O)Nc1ccc(Cl)cc1	37	-2	7	0	3	0.97	-7	2	60*
Brc1ccc(OCCN2CCOCC2)cc1	-4	9	-2	2	2	0.97	-2	-4	18
Cn1c(=O)c(=O)n(C)c2cc(S(=O)(=O)N3CCc4ccccc43)ccc21	16	10	-2	-9	4	0.96	-2	-2	0
COC(=O)c1ccc(NC(=O)c2ccc3nc(C)sc3c2)cc1	-8	-5	-3	10	-8	1.1	-4	12	-2
COc1ccccc1C(=O)N1CCN(Cc2nc(CC3CC3)no2)CC1	1	0	-2	-8	-1	1	2	2	4
O=C(NCCN1CCOCC1)c1ccc2c(c1)N(Cc1ccc(Cl)cc1)CCS2	10	-3	0	-10	-15	1.2	-2	7	8
CC1CN(c2nc(-c3ccccc3)nc3ccccc23)CC(C)O1 (stereo not drawn)	30	11	0	7	-1	1	-4	5	12
Cc1ccccc1CNC(=O)CC1C(=O)NCCN1CC1CCCCC1 (stereo not drawn)	29	17	2	-12	-2	1	3	2	4
CCCC(=O)Nc1ccc(C(=O)NNC(=O)c2cccc([N+](=O)[O-])c2)cc1	3	-13	-2	-14	3	0.97	1	5	26
COc1ccc(S(=O)(=O)N2CCC(C)CC2)cc1Br	25	19	0	5	-1	1	-2	2	29
Cc1nc(S/C(=C/c2ccc(OCc3ccc(C(=O)O)cc3)cc2)C(=O)O)n[nH]1	21	0	-9	-79	19	0.81	0	-3	-2
COc1c([N+](=O)[O-])c(=O)n(-c2ccccc2)c2ccccc12	10	1	3	-7	9	0.91	0	0	9
COc1ccc(-c2csc(NC(=O)c3nc(-c4ccccc4)oc3C)n2)cc1	4	10	-3	-12	14	0.86	-1	-3	5
CCCN1C2CCCC1CC(NC(=O)c1cccc([N+](=O)[O-])c1)C2 (stereo not drawn)	2	-1	-4	-18	-5	1.1	3	1	-2
CCCn1nc(C(=O)OCC(=O)NC(C)c2ccccc2)c2ccccc2c1=O (stereo not drawn)	15	24	30	0	-12	1.1	-3	-3	4
COc1cc(CN2CCNC(=O)C2CC(=O)N(C)CCC2CCOCC2)cc(OC)c1 (stereo not drawn)	-17	5	-9	-2	-6	1.1	4	-7	8
O=C(CC1C(=O)OCC2CCCCN21)Nc1ccccc1C(F)(F)F (stereo not drawn)	-8	13	-3	-1	3	0.97	-1	-1	9
Cc1cc(N2C(=O)C(O)=C(C(=O)c3cccs3)C2c2ccccc2)no1 (stereo not drawn)	17	-21	-7	-6	-4	1	-3	-3	-32
COc1ccc(NC(=S)Nc2ccc(N)c([N+](=O)[O-])c2)cc1	7	6	-13	6	16	0.84	1	-4	26
CCOc1ccc(NC(=O)[C@@H](NC(=O)c2ccccc2Br)C(C)C)cc1	11	0	-2	8	-2	1	0	-1	6
COc1ccc(CCNC(=O)C2CCC(CNS(=O)(=O)c3ccccc3)CC2)cc1OC (stereo not drawn)	-1	-4	-4	4	9	0.91	-3	2	0

(next part)
SMILES	tim10-1 inh	TIM10 inh	A3G deaminase	hIAP block	mIAP inh	mIAP act	MIN6 prolif	A3A deaminase	NALP3 yeast inh
CC(C)[C@H](NC(=O)c1ccccc1)C(=O)OCC(=O)c1c(N)n(C)c(=O)n(C)c1=O	-12	3	-5	3	-13	1.1	2	1	-2
CC(Oc1ccc2c(-c3ccccc3)cc(=O)oc2c1)C(=O)NCCCN1CCOCC1 (stereo not drawn)	-5	6	0	2	-1	1	-6	0	8
COc1cccc(=O)c2c(C)n(C)c(C)c12	4	11	6	-8	6	0.94	3	9	21
CC(=C/c1ccccc1)/C=N/NC(=O)c1cnccn1	3	11	-1	-2	-13	1.1	0	1	31
O=C(C(=O)N1CCN(c2ccccc2Cl)CC1)c1c[nH]c2ccccc12	-1	12	-3	-2	17	0.83	-1	0	16
O=C1N=C(N2CCCCC2)S/C1=C\c1ccc(Cl)cc1	30	27	-8	-14	2	0.97	-4	-7	42
COc1ccc(C(=O)NC(=S)Nc2ccc(CN3CCOCC3)cc2)cc1Cl	52*	14	6	-9	17	0.83	-4	-1	16
COc1ccccc1C1CCN(C(=O)c2ccco2)CC1	5	6	-9	-3	-8	1.1	5	-2	23
CCN(CC)S(=O)(=O)c1ccc(NC(=O)COC(=O)c2c[nH]c(=O)[nH]c2=O)cc1	-2	-14	-8	-2	7	0.93	-4	0	16
O=C(Nc1nc2ccccc2[nH]1)c1ccc(Cl)cc1	0	8	-8	-30	12	0.88	-7	-3	24
CC(=O)C[C@H]1c2cc(C(F)(F)F)ccc2S(=O)(=O)N1c1ccc(N(C)C)cc1	5	-21	-9	26	1	0.99	-4	-6	11
CN(C)/C=N/c1nc(Sc2ccc(C(F)(F)F)cc2[N+](=O)[O-])n[nH]1	24	5	-12	-26	-4	1	2	-3	1
COc1ccc(CN2CCC(CNS(=O)(=O)c3cccc(C(F)(F)F)c3)CC2)cc1	-38	-14	-9	24	7	0.93	3	-3	15
NC(=O)C1CCN(C(c2ccccc2Cl)c2nnnn2Cc2ccc3c(c2)OCO3)CC1 (stereo not drawn)	6	13	-5	18	-3	1	0	-3	1
COC(=O)CSc1ccnc2cc(Cl)ccc12	14	10	-10	-10	5	0.95	1	-2	11
O=C(CSc1nnc(-c2ccco2)n1-c1ccccc1)NCc1ccco1	5	24	0	8	2	0.98	3	0	-13
O=C(Nc1ccccc1N1CCCC1)c1ccc(Cl)cc1Cl	22	5	-12	-6	0	1	-2	2	28
COc1ccc2c(c1)C(C1C(=O)CCCC1=O)c1ccccc1O2 (stereo not drawn)	17	9	-6	-4	12	0.88	-1	-1	-6
CCOC(=O)c1c(C)c(C(=O)NCc2cccs2)c(C)n1C	3	2	-5	-5	6	0.94	4	-2	12
CC(=O)Nc1ccc(-c2csc(NC(C)c3ccccc3)n2)cc1 (stereo not drawn)	3	9	-1	11	13	0.87	-3	-3	18
Cc1cccnc1NC(=O)Cn1nc([N+](=O)[O-])cc1C	-7	-15	-2	-9	8	0.92	-1	5	7
CCOc1ccc(NC(=O)CN(C)C(=O)Cc2c[nH]c3ccccc23)cc1OCC	-18	4	-10	6	-1	1	-3	5	17
CCN(CC(=O)O)S(=O)(=O)c1cc(Cl)ccc1Cl	-10	5	-6	3	5	0.95	-5	-6	-7
COc1ccc(C2N(S(=O)(=O)c3ccccc3)CCN2S(=O)(=O)c2ccc(C)cc2)cc1 (stereo not drawn)	24	-2	-5	-11	8	0.92	-1	-6	-2
CCN(Cc1ccccc1)C(=O)COC(=O)c1n[nH]c2ccccc12	12	3	-7	-18	9	0.91	-1	-1	13
